GSIS activator: primary screen for activators of insulin secretion dependent on glucose, INS-1E cells, GLuc reporter luminescence; INS-1E GLuc reporter insulin secretion, 2-3 h; activation, % at 16.6 µM; 370,000 tested, 0.61% active;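 active = lowest replicate activation of at least 40%, so every replicate reaches that level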;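 note: 0% = median of neutral control wells and 100% = median of IBMX positive control wells; some compounds called inactive have numbers as strong as hits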
ERp5 block: ERp5 (human) disulfide isomerase inhibition | 350,000 tested, 0.05% active | ERp5 insulin aggregation, absorbance 650 nm, 90 min | inhibition, % at 9.99 µM | AID 651711;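 active = mean replicate inhibition above about 25%, with every replicate also reaching it, limit read from the data, passing the limit was not always enough; inconclusive = only one of those two criteria met; inactive = neither criterion met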
Target sequence (Q15084 whole entry, looked up): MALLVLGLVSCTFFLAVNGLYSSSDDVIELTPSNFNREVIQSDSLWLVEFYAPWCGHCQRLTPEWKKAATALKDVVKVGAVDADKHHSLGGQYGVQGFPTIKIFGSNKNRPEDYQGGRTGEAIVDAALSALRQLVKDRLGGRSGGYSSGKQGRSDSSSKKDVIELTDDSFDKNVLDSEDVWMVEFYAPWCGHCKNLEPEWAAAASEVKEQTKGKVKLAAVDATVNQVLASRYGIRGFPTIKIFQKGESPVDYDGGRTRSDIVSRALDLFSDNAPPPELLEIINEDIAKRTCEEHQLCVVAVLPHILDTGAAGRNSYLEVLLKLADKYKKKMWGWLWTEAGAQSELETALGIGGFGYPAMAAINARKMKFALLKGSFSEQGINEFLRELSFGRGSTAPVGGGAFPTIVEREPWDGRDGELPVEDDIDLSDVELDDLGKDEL
XiGFP reactiv: X-chromosome reactivation activator. XiGFP mouse fibroblasts, % GFP-positive cells imaging, 3 d; cells co-treated with 5-aza-dC sensitizer; scaled so ellipticine positive control = 100%. activation, % at 7.58 µM. 360,000 tested, 0.055% active;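 active = mean normalized replicate activation at least 10% and every replicate at or above 10%; inconclusive = only one of the two criteria met; inactive = mean below 10% and not all replicates reach 10%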;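 note: 0% = median of on-plate neutral control wells and 100% = ellipticine 6 µM median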
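Assay system: SV40-immortalized XiGFP fibroblast cells, line 68-5-11; buffer or medium: DMEM plus 5-aza-dC sensitizer; compound: one concentration, pinned; timing: compounds 3 days, fix/stain 15 min at room temperature; benchmarks: positive control ellipticine, 6 µM final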
ARNT TACC3 PPI: disrupts binding between human ARNT and TACC3 | 390,000 tested, 0.66% active | inhibition, % at 9.99 µM | AlphaScreen His-ARNT PAS-B/GST-TACC3 binding, luminescence; TACC3 fragment carries E629A point mutation | Q9Y6A5;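 active = mean inhibition of replicates at least 50% and at least half of replicates each reaching 50%; inconclusive = half or more replicates reach 50% but mean below 50%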;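 note: 0% = complete ARNT plus TACC3 wells and 100% = ARNT alone without TACC3; many hits fall short of the cut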
DENV2 CPE: protects cells from dengue virus 2 cytopathic effect | AID 651640 | DENV2-infected cells, cytopathic effect rescue, plate reader | CPE inhibition, % at 9.99 µM | 350,000 tested, 1.7% active; in the data active = CPE inhibition above about 20%, passing the limit was not always enough; inconclusive = no clear call, values can overlap the other calls; tested in BHK-21 cells;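 note: 0% = median of neutral control wells and 100% = median of positive control wells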
F508del corr: correctors of CFTR F508del function in bronchial epithelial cells; 350,000 tested, 0.36% active; CFBE cells, YFP halide quenching; stimulated with forskolin plus potentiator P3; % fluorescence drop versus neutral controls; activity (quench increase), % at 7.58 µM;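 active = mean added fluorescence quench of at least 8% versus neutral control, with both replicates also reaching 8%; inconclusive = only one of the mean or replicate conditions met; inactive = mean below 8% and not both replicates reaching 8%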;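 note: cells transiently co-express mutant CFTR-F508del with the halide-sensitive YFP; corrector assay measuring rescue of mutant channel to the surface after 24 h compound exposure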
PAX8 reporter: lowers PAX8-driven luciferase in RMG-I cells; RMG-I TPO-luciferase reporter, SteadyGlo, 24 h; inhibition, % at 12.6 µM; 360,000 tested, 1.2% active;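 active = mean replicate inhibition at least 60% with every replicate also reaching 60%; inconclusive = only one of the two criteria is met; inactive = mean below 60% and not all replicates reaching 60%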;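 note: luciferase light reporting Pax8 driven TPO promoter activity; plate controls were median of neutral control wells for no effect and mitoxantrone controls for full effect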
EWS-Fli block: EWS/Fli transcriptional activity inhibition; A673 NR0B1-luciferase reporter, viability-normalised; AID 651661; 350,000 tested, 0.67% active; inhibition, % at 12.6 µM;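 active = mean inhibition of at least 50% after viability correction, with every replicate also passing that limit; inconclusive = mean reaches 50% but only one of two replicates passes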;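 note: firefly luciferase signal divided by Alamar Blue viability fluorescence both relative to DMSO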
* = called active by the depositor; ? = inconclusive; . = no result given; & = joins results of further samples.

structure,F508del corr,PAX8 reporter,EWS-Fli block,ERp5 block,ARNT TACC3 PPI,GSIS activator,DENV2 CPE,XiGFP reactiv
Cc1ccc(C2C3C(=O)N(c4ccc(C)cc4)C(=O)C3N3CCCN23)cc1 (stereo not drawn),0.7,18,11,0,3,-3,10,0.1
CO[C@@H]1CN(C)C(=O)c2cc(NC(=O)Nc3ccccc3F)ccc2OC[C@@H](C)N(S(=O)(=O)CC(F)(F)F)C[C@H]1C,-0.4,3,2,-10,-1,-18,-1,0.0
Cc1noc(C)c1NC(=O)N(C)C[C@H]1Oc2c(NS(=O)(=O)c3ccc(F)cc3)cccc2C(=O)N([C@H](C)CO)C[C@H]1C,0.9,9,-4,1,-19,24,-6,0.3
O=C(N[C@@H]1CC[C@H](CCNS(=O)(=O)c2ccc(F)cc2)O[C@@H]1CO)C1CCCC1,-1.0,3,2,2,0,-5,-6,-0.5
COc1ccccc1NC(=O)COc1ccc(C(=O)NCc2ccccc2)cc1OC,-2.9,4,2,3,3,1,3,0.4
O=C1CN(C(=O)COC(=O)COc2ccccc2)c2ccccc2N1,-4.0,7,2,2,-9,0,?,0.1
O=C(Nc1ccn(Cc2ccccc2)n1)c1ccc2c(c1)OCO2,.,-126,-59,0,-10,-3,4,0.0
CC(C)NC(=O)N[C@@H]1CC[C@@H](CC(=O)NCCN2CCCC2)O[C@H]1CO,2.4,-5,7,-1,-5,4,.,-0.3
O=C(c1cccnc1)N1C[C@H]2[C@@H](c3ccccc31)[C@H](CO)N2CC1CCCC1,0.6,8,-6,-2,-5,6,0,0.0
Cc1nc2c3c(sc2c(=O)[nH]1)NC(=O)CC3c1ccccc1Cl (stereo not drawn),-0.3,18,23,2,8,2,-6,-0.1
C=CCNC(=O)[C@H]1[C@@H]2C(=O)O[C@@H](c3ccccc3)[C@@H](c3ccccc3)N2[C@@H](c2ccccc2OCCO)[C@]12C(=O)N(C(=O)OCCOC)c1ccc(C#CC3(O)CCCCCC3)cc12,2.3,53,12,-2,5,.,0,.
CCOCC(=O)Nc1nc2c(s1)C(=O)CC(C)(C)C2,2.0,18,-22,-5,-11,3,-3,0.1
Cc1cccc(NC(=O)C2CCN(S(=O)(=O)c3cccc4nsnc34)CC2)n1,.,3,.,-7,1,11,.,.
CN(C)c1nc(-c2ccccc2)c2cc(Cl)ccc2n1,-2.6,-6,11,2,-29,.,-5,0.0
Cc1ccc(-c2nc3cccnc3s2)cc1NS(=O)(=O)c1cccs1,-2.1,21,-14,-7,-4,15,-3,0.3
Cc1ccnc(SCC(=O)c2cccs2)n1,-0.5,-27,-53,0,-13,-8,1,0.1
O=C(O)C(=O)/C(=C\c1ccsc1)c1ccc2ccccc2n1,-1.3,-72,-62,-1,-98,2,1,0.0
CCOc1[nH]n(-c2ccc(Cl)cc2)c(=O)c1C=NCC(=O)OC,-1.2,-11,-2,-2,4,6,.,0.0
CN1CCN(c2ccc(S(=O)(=O)N3CCOCC3)cc2NC(=O)CSCc2ccccc2)CC1,1.5,-4,8,0,0,19,-4,0.4
C[C@@H]1CCCCO[C@@H](CN(C)C(=O)Nc2ccccc2)[C@@H](C)CN([C@H](C)CO)C(=O)c2cc(NC(=O)CCCN(C)C)ccc2O1,1.4,0,-11,3,-2,-3,-1,-0.1
COc1ccc(S(=O)(=O)Nc2ccc3c(c2)C(=O)N([C@H](C)CO)C[C@@H](C)[C@@H](CN(C)C(=O)Cc2ccccc2)OCCCC[C@H](C)O3)cc1,0.0,-15,-5,0,3,-16,-1,-0.1
COc1cccc(S(=O)(=O)N[C@H]2C=C[C@@H](CC(=O)NC3Cc4ccccc4C3)O[C@H]2CO)c1,5.4,14,5,0,-15,17,-9,-0.2
Cc1ccc(OCCCN2CCOCC2)cc1,-2.4,9,-17,1,7,17,2,0.0
CCC(C)n1c(SCC(=O)NC2CC2)nc2ccccc2c1=O (stereo not drawn),.,-13,-3,3,.,.,10,0.0
CCCc1cc(C(=O)Nc2cccc(Cl)c2)no1,-1.0,-45,-10,4,-3,-17,2,0.3
O=C1CC2(CCN(S(=O)(=O)c3ccccc3F)CC2)Oc2ccccc21,2.4,-4,-5,-4,-7,-1,-3,0.1
COc1ccc(C(=O)NC2CCSc3ccccc32)cc1F (stereo not drawn),-0.9,-16,-7,2,-4,3,3,0.0
COc1cc(C(=O)OC(C)CN2CCOCC2)cc(OC)c1OC (stereo not drawn),-1.0,0,0,1,-12&-10,9,-5,0.0
Cc1cc(NC(=O)CCC(=O)N(Cc2ccco2)C(C(=O)NC2CCCC2)c2ccccc2)no1 (stereo not drawn),0.5,13,0,-3,-3,-21,-3,0.5
CS(=O)(=O)c1ccc(Cl)c(NC(=O)CN2CCCC2c2ccc3c(c2)OCCCO3)c1 (stereo not drawn),-1.4,2,6,-1,4,.,1,0.2
c1ccc(CC2CCN(Cc3ccccn3)CC2)cc1,0.1,-5,-49,8,1,3,-7,0.2
C/C(=N\NC(=O)CNC(=O)c1ccc(Br)cc1)c1ccco1,-3.1,-16,-3,4,-3,9,?,0.2
CC(C)NC(=O)N[C@H]1C=C[C@H](CC(=O)NCCCN(C)C)O[C@H]1CO,-1.1,-6,-2,-4,-36,7,6,0.2
C#CCNC(=O)C1=C[C@@H](C(C)(C)C)C[C@@H](OCc2ccc(CO)cc2)O1,1.7&-1.4,-3&5,9&25,3&0,-7&-3,3,-4&14,0.1
O=C(NCCNCc1cccs1)c1ccccc1F,-0.7,-12,-4,-2,-3,11,-5,0.2
CC(C)NC(=O)N(C)C[C@@H]1OCCCC[C@@H](C)Oc2ccc(NS(=O)(=O)c3ccc(F)cc3)cc2C(=O)N([C@H](C)CO)C[C@H]1C,-1.2,5,-1,4,2,2,-8,0.0
CCOC(=O)c1ccccc1NS(=O)(=O)c1ccc(S(=O)(=O)N2CCCC2)cc1,1.4,.,-3,-3,-3,-10,.,.
COc1ccc(C(=O)NOCc2ccccc2)cc1,1.6,1,14,0,-9,-1,?,0.0
Cc1nc(CNC(=O)CC2C(=O)NCCN2Cc2cccc(Oc3ccccc3)c2)cs1 (stereo not drawn),-1.1,6,-1,5,.,12,1,0.1
CCn1cc(C(=O)N[C@@H](C)C(=O)NCCCO)c(=O)c2cc3c(cc21)OCO3,-3.4,16,3,3,-2,23,-2,-0.1
COC(=O)c1c(NC(=O)C(=O)N2CCCC2)sc2c1CC(C)(C)OC2,0.1,-15,-4,-6,4,7,4,0.0
Cc1cccc(N2CCN(c3nc(C)cc(C)c3C#N)CC2C)c1 (stereo not drawn),-0.6,4,0,2,0,-19,-8,-0.1
CN(C)S(=O)(=O)c1cc(NC(=O)CN2CCN(c3ccccc3)CC2)ccc1Cl,.,30,.,.,8,-23,.,0.3
COc1ccc(CN2C[C@@H](O)COC[C@H]3O[C@H](CC(=O)NCc4ccccc4Cl)CC[C@@H]32)cc1,0.8,4,8,-1,-1,-1,-7,0.2
C[C@@H]1CN([C@@H](C)CO)C(=O)Cc2cc(NS(=O)(=O)c3cccs3)ccc2O[C@@H]1CN(C)S(=O)(=O)c1cn(C)cn1,-3.3,-17,3,0,.,18,-4,-0.9
C=CCNC(=O)[C@@H]1[C@H]2C(=O)O[C@H](c3ccccc3)[C@H](c3ccccc3)N2[C@H](c2ccc(OCCO)cc2)[C@@]12C(=O)Nc1ccc(C#Cc3ccc(OC)cc3)cc12,-5.6,.,0,1,25,.,-1,.
O=C(COC(=O)c1cccc(Br)c1)NC1CCCCCCC1,-1.6,-12,3,4,.,-12,7,0.0
C[C@@H]1CCCCO[C@@H](CN(C)C(=O)NC2CCCCC2)[C@H](C)CN([C@@H](C)CO)C(=O)c2cc(NC(=O)c3ccncc3)ccc2O1,2.9,-13,-1,-4,-5,-15,6,-0.2
CCOc1ccccc1NC(=S)N1CCC(NC(=O)c2ccco2)CC1,3.0,-34,2,-2,0,0,3,0.1
Cc1ccccc1OCC(=O)NNC(=O)C1CC(=O)N(c2ccc3c(c2)OCCO3)C1 (stereo not drawn),-2.7,3,-1,4,31,-5,-10,0.2
Cc1cc(Nc2ccc3c(c2)OCCO3)n2nc(C)nc2n1,-1.6,1,10,5,.,8,2,0.0
C[C@H](CO)N1C[C@H](C)[C@H](CN(C)C(=O)Oc2ccccc2)OCc2cn(nn2)CCCC1=O,3.0,11,-4,.,.,8,.,0.6
Cc1cc(=O)oc2cc(OCC(=O)Nc3c(C)n(C)n(-c4ccccc4)c3=O)c(Cl)cc12,1.9,9,2,1,-1,0,?,0.1
COc1cc2[nH]c(C(=O)N3CCN(c4ccc(F)cc4)CC3)cc2c(OC)c1OC,-3.5,1,-2,6,-7,-24,15,0.0
O=C(Nc1ccccc1N1CCOCC1)c1ccc(Cl)c(S(=O)(=O)N2CCCC2)c1,0.9,10,-2,-14,-4,.,-4,0.0
CC1(C(=O)NS(=O)(=O)c2ccc(Cl)cc2)CCN1C(=O)CC1CCCC1 (stereo not drawn),-4.0,0,0,-11,.,13,-4,0.8
COc1cccc(CNC(=O)c2ccc(S(=O)(=O)N3CCCCC3)cc2)c1,1.4,2,10,3,.,-6,-3,1.7
Cc1ccc(C(=O)NCC(=O)NC23CC4CC(CC(C4)C2)C3)cc1,-1.1,-84,-49,-20,.,-10,-3,0.0
CCCC#Cc1ccc2c(c1)O[C@@H](CN(C)S(C)(=O)=O)[C@@H](C)CN([C@@H](C)CO)S2(=O)=O,0.4,.,3,5,-9,-8,11,-0.1
CC(C)Oc1ccc(C2CC(=O)N(c3cccc(Br)c3)C2=O)cc1 (stereo not drawn),-1.5,2,2,4,.,-15,5,0.1

(next part)
structure,F508del corr,PAX8 reporter,EWS-Fli block,ERp5 block,ARNT TACC3 PPI,GSIS activator,DENV2 CPE,XiGFP reactiv
C[C@@H]1CN([C@H](C)CO)S(=O)(=O)c2ccc(-c3cccc(C#N)c3)cc2O[C@@H]1CN(C)C(=O)c1ccc(F)cc1,-1.2,.,7,1,-4,-24,15,-0.3
CC(C)(C)N(Cc1ccccc1)C(=O)COC(=O)CNC(=O)c1ccco1,2.3,-23,-1,0,-10,4,-3,0.0
CCNC(=O)C[C@H]1CC[C@@H]2[C@H](COc3ccc(NC(=O)c4cscn4)cc3C(=O)N2C)O1,0.1,-20,-4,3,-1,17,7,0.4
c1ccc(CSc2ccc(-c3ccc4c(c3)OCO4)nn2)cc1,.,-166,.,.,23,10,.,0.0
O=C1CC(=O)Nc2cc(S(=O)(=O)N3CCN(c4cccc(C(F)(F)F)c4)CC3)ccc2N1,3.4,4,7,15,-2,-2,8,-0.1
CC(Oc1ccccc1F)C(=O)NNC(=O)CCNC(=O)c1ccccc1Cl (stereo not drawn),-0.4,-5,-3,6,0,-10,-1,-0.1
CCCS(=O)(=O)NC(=O)C1(C)CCN(C(=O)c2cc(C)on2)C1 (stereo not drawn),-1.5,-16,-3,5,.,0,2,-0.1

Screening data as filed in PubChem.
